Assay outcomes deposited in PubChem by MTDP.
RNase H inhibition = RNase H inhibition, HIV 1 Gag Pol polyprotein, FRET biochemical assay, screening (AID 372) | HIV-1 RT RNase H, FRET RNA/DNA substrate fluorescence; higher % means a stronger effect | actives 0.77% (n = 100,000) | inhibition, % at 10 µM, or IC50 in µM where a hit was titrated; in the data active means inhibition above about 50%
* hit, by the source's call. Not all compounds are listed; the hit share may differ from the screen's.

#	molecule	RNase H inhibition
1	COc1ccc(CN=Cc2c(O)n(-c3ccccc3F)c(=O)[nH]c2=O)cc1	10%
2	CC12CCCCC1N(O)C(=O)C(=O)N2O (stereo not drawn)	47%
3	CN1CCN(CC(=O)CCN2C(=O)/C(=C/c3ccccc3Cl)SC2=S)CC1	12%
4	O=C(Nc1cccc(C(=O)O)c1)/C(=C/c1cccc([N+](=O)[O-])c1)NC(=O)c1ccccc1	6%
5	Cc1cc2nc(-c3cc(NC(=O)Cc4ccccc4)ccc3O)oc2cc1C	16%
6	CC(=O)c1cccc(NC(=O)c2cc3nc(-c4ccc(F)cc4)cc(C(F)(F)F)n3n2)c1	5%
7	Cc1ccc2[nH]c3nc(N=Nc4c(O)[nH]c5c(Br)cc(Br)cc45)nnc3c2c1	6%
8	CC(C)N(C)CCOC(=O)c1ccccc1	6%

Excerpt, nos. 1 to 2
#	molecule	RNase H inhibition
1	COc1ccc(CN=Cc2c(O)n(-c3ccccc3F)c(=O)[nH]c2=O)cc1	10%
2	CC12CCCCC1N(O)C(=O)C(=O)N2O (stereo not drawn)	47%

The results go on.
#	molecule	RNase H inhibition
9	CCCCOc1ccc(C2Nc3ccccc3NC3=C2C(=O)CC(C)(C)C3)cc1 (stereo not drawn)	12%
10	COc1ccc(/C(O)=C/c2nc3ccccc3n(-c3ccccc3)c2=O)cc1	0%
11	CC12C=CC(O1)C1C(=O)N(c3ccc(Br)cc3)C(=O)C12 (stereo not drawn)	0%
12	COc1ccccc1N1CCN(C(=O)c2ccc(Cl)cc2[N+](=O)[O-])CC1	2%
13	CCOc1cc(/C=N/NC(N)=S)cc(I)c1OCc1ccccc1	29%
14	CCOc1ccc(NC2=C([N+](=O)[O-])CS(=O)(=O)C2)cc1	6%
15	Cc1cccc(C(=O)NNc2ccccc2[N+](=O)[O-])c1	7%
16	CCc1cccc(NC(=O)c2cnccn2)c1	6%
17	COc1cc(/C=N\NC(=O)CNc2ccc(C)cc2)cc(Br)c1O	13%
18	CCOC(=O)C(CCCCCOc1ccccc1C)C(=O)OCC	13%
19	CCCCOc1ccc(C=C2C(=O)c3ccccc3C2=O)cc1	0%
20	O=C(COc1ccccc1[N+](=O)[O-])NC(c1ccccc1)c1c(O)ccc2ccccc12 (stereo not drawn)	13%
21	COCCNC(=O)C(=O)NCCc1ccc(OC)c(OC)c1	0%
22	COc1ccc(N2C(=O)NC(=O)C(=Cc3ccccc3OCC(=O)O)C2=O)cc1	9%
23	COc1ccc(C=Nc2ccc(-c3nc4ccc(N=Cc5ccc(OC)c(OC)c5)cc4[nH]3)cc2)cc1OC	40%
24	CC1(C)CC(=O)C=C(Nc2ccc(F)cc2F)C1	4%
25	CC1CCN(C(=S)NC(=O)c2cccs2)CC1	11%
26	CCCCCOC(=O)NN=C(/C=C/c1ccccc1)/C=C/c1ccccc1	13%
27	COc1ccc(C2SCCN2S(=O)(=O)c2ccc3ccccc3c2)cc1 (stereo not drawn)	20%
28	COc1ccc(CN2CCN(C(=O)c3ccccc3F)CC2)cc1Br	11%
29	O=C(NNc1ccc([N+](=O)[O-])cc1[N+](=O)[O-])c1ccncc1	16%
30	CCN(CC)c1ccc(/C=C(\NC(=O)c2ccccc2Cl)C(=O)NN)cc1	19%
31	CCCCCCCC(=O)NN1C(=O)/C(=C/c2ccc([N+](=O)[O-])cc2)SC1=S	13%
32	CCOC(=O)C1=C(C)N=c2s/c(=C/c3ccc(-c4cccc(C(F)(F)F)c4)o3)c(=O)n2C1c1ccc2c(c1)OCO2 (stereo not drawn)	13%
33	O=C(NCC1CCCO1)C12CC3CC(CC(C3)C1)C2 (stereo not drawn)	8%
34	Cc1ccccc1NC(=O)CCc1ccccc1	8%
35	Cc1ccc(N=Cc2c(O)ccc3ccccc23)nc1	16%
36	O=C(NCCc1ccc(Cl)cc1)Nc1ccc(Br)cc1	0%
37	Cc1cc(Br)c(S(=O)(=O)N2CCC(Cc3ccccc3)CC2)cc1C	23%
38	O=C1NC(=Nc2ccccc2Cl)S/C1=C/c1ccc(-c2ccccc2Cl)o1	20%
39	COc1ccc(OC)c(NC(=O)c2ccc(Cl)cc2Cl)c1	17%
40	O=C(Nc1nc2ccccc2s1)c1cccc(OCc2ccccc2)c1	18%
41	O=C(Cc1ccccc1)Nc1ccc([N+](=O)[O-])cc1Cl	7%
42	Fc1cccc(Cl)c1CSc1nnc(-c2ccc(Br)cc2)o1	28%
43	COc1ccc(C2=C/C(=C\c3ccc(Cl)c(Cl)c3)C(=O)O2)cc1	7%
44	COc1cc(C(=O)Nc2ccc3nn(-c4ccccc4)nc3c2)cc(OC)c1OC	21%
45	O=C(CC(=O)NC1CCCCC1)NN=C1CCCCC1	0%
46	O=c1/c(=C/c2ccc(Sc3ccccc3)o2)sc2nc3ccccc3n12	21%
47	CC1=C(C(=O)OCC(C)C)C(c2ccc(Cl)cc2)C2=C(CC(c3ccc(Cl)cc3)CC2=O)N1 (stereo not drawn)	8%
48	Cc1c(C(=O)OC(C)C)sc(NC(=O)c2cc(Cl)ccc2Cl)c1C(=O)OC(C)C	40%
49	CC(=O)N(/C=C1\Sc2ccccc2C1=O)c1cc(C(F)(F)F)ccc1Cl	7%
50	Cc1ccc(-c2cc(C(=O)N3CC(C)CC(C)C3)c3ccccc3n2)cc1C (stereo not drawn)	19%
51	Cc1onc(-c2ccccc2Cl)c1C(=O)Nc1c(C)n(C)n(-c2ccccc2)c1=O	6%
52	O=C(c1ccc(Br)o1)N1CCCCCC1	12%
53	COCCCN1C(=O)/C(=C/c2ccccc2OC)SC1=S	0%
54	COc1ccc(CCN(C(=S)Nc2ccccc2)C2CC(=O)N(c3ccc(Cl)cc3)C2=O)cc1 (stereo not drawn)	6%
55	CCOCCOC(=O)C1=C(C)NC2=C(C(=O)CCC2)C1c1ccccc1C(F)(F)F (stereo not drawn)	14%
56	O=S(=O)(c1ccc(Cl)c(Cl)c1)N1CCN(c2ccccc2)CC1	5%
57	C(=N\Nc1nc(Nc2ccccc2)nc(N2CCOCC2)n1)/c1cccc(OCc2ccccc2)c1	24%
58	COc1ccc(Nc2nc(NCc3ccco3)nc(N/N=C/c3ccccc3)n2)cc1	15%
59	CC1=NNC(=O)C1CCC(=O)N/N=C/C(Br)=C/c1ccccc1 (stereo not drawn)	10%
60	Cc1ccc(C(C)C)c(OC(=O)/C=C/c2ccc([N+](=O)[O-])s2)c1	11%
61	C=CCc1ccc(OCCOCCOc2cccc(Br)c2)c(OC)c1	20%
62	O=C(Nc1ccccc1C(=O)Nc1ccc(Br)cn1)c1ccccc1	23%
63	CC1CCc2c(sc(NC(=O)c3ccc([N+](=O)[O-])cc3Cl)c2C#N)C1 (stereo not drawn)	16%
64	Cc1ccc(S(=O)(=O)C(CC(=O)c2ccccc2)c2cccs2)cc1 (stereo not drawn)	0%

(list continues)
#	molecule	RNase H inhibition
65	Cc1ccc2nc(NC(=O)c3cccc4ccccc34)sc2c1	10%
66	CC(C)(C)c1ccc(/C=C/C(=O)N2CCCCC2)cc1	12%
67	Cc1oc(/N=C/c2ccc(C#N)cc2)c(C#N)c1C	11%
68	Cc1cc(C)c(C(N)=O)c(Nc2ccc(C3CCCCC3)cc2)n1	27%
69	CCOc1ccccc1NC(=O)c1c(-c2c(Cl)cccc2Cl)noc1C	14%
70	COC(=O)CN1C(=O)/C(=C\c2ccc(O)cc2)SC1=S	19%
71	Cc1ccc(NC(=O)c2cnn(-c3ccccc3)c2NC(=O)c2ccccc2Cl)cc1C	0%
72	CCN1C(=O)C(c2ccc(O)c(C)c2)(c2ccc(O)c(C)c2)c2ccccc21	13%

As entered above:
In RNase H inhibition, `CC(C)(C)c1ccc(/C=C/C(=O)N2CCCCC2)cc1` is listed with 12%
In RNase H inhibition, `CCOc1ccccc1NC(=O)c1c(-c2c(Cl)cccc2Cl)noc1C` is listed with 14%
In RNase H inhibition, `CCN1C(=O)C(c2ccc(O)c(C)c2)(c2ccc(O)c(C)c2)c2ccccc21` is listed with 13%
In RNase H inhibition, `Cc1cc(C)c(C(N)=O)c(Nc2ccc(C3CCCCC3)cc2)n1` is listed with 27%
In RNase H inhibition, `Cc1ccc(NC(=O)c2cnn(-c3ccccc3)c2NC(=O)c2ccccc2Cl)cc1C` is listed with 0%
In RNase H inhibition, `Cc1ccc2nc(NC(=O)c3cccc4ccccc34)sc2c1` is listed with 10%

The results go on.
#	molecule	RNase H inhibition
73	CC(C)(C)c1ccccc1OCC(O)CN1CCN(c2ccccc2F)CC1 (stereo not drawn)	10%
74	NS(=O)(=O)c1ccc(CNC(=O)c2ccccc2Br)cc1	13%
75	COc1ccccc1CC(=O)Nc1ccc(Br)cc1C	5%
76	O=C(NC(=S)Nc1ccc2nn(-c3ccc(Cl)cc3)nc2c1)c1ccc(Br)cc1	0%
77	O=C(CSCc1ccc(F)cc1)Nc1ccccc1	0%
78	CCOC(=O)C1=C(C)N=c2s/c(=C\c3ccc(-c4ccc(Cl)cc4[N+](=O)[O-])o3)c(=O)n2C1c1ccc(OC)cc1 (stereo not drawn)	43%
79	CCN1CCN(CC(=O)N/N=C/c2ccccc2)CC1	8%
80	Cc1ccc(-n2nc3cc(C)c(NC(=O)c4cccs4)cc3n2)cc1	2%
81	COc1cc(/C=C2\SC(=S)NC2=O)cc(Cl)c1OCCOc1ccccc1Cl	26%
82	Cc1ccc2nc(-c3ccc(NC(=S)NC(=O)c4ccccc4F)cc3)sc2c1	52%*
83	CCOc1ccccc1NC(=O)CSc1nc2ccccc2s1	31%
84	O=C(Cn1c(-c2ccccc2)c[n+]2ccsc12)c1ccc([N+](=O)[O-])cc1	6%
85	COC(=O)C1=CN(C2CC2)C=C(C(=O)OC)C1c1cc2c(cc1Br)OCO2	0%
86	O=C(Nc1cccc(Cl)c1)c1cccc(NC(=O)c2cccs2)c1	8%
87	Cc1ccc2nc(N3C(=O)c4cccc5cccc(c45)C3=O)sc2c1	7%
88	COC(=O)C1=CN(Cc2ccccc2)C=C(C(=O)OC)C1c1ccc(Cl)c(Cl)c1	11%
89	COc1ccc(NC(=O)c2cccc(Br)c2)c(OC)c1	4%
90	CCCN1CCC(=NNC(=O)c2cccc(Cl)c2)CC1	3%
91	O=C(COc1ccc(F)cc1)N/N=C/c1ccc(Cl)cc1	0%
92	CCOC(=O)c1c(C)sc(Sc2ccccc2[N+](=O)[O-])c1OC(C)=O	29%
93	Cc1ccc(OC(=O)/C(=C/c2nc3ccccc3n2-c2ccccc2)c2ccc(C)cc2)cc1	25%
94	CCOc1ccc(/C=N/Nc2nc(-c3ccc(C)cc3)nc3ccccc23)c(O)c1	14%
95	CCOC(=O)c1ccccc1NC(=O)/C=C/c1ccc(Cl)cc1	4%
96	COc1ccc2nc(SCC(=O)Nc3ccc(C(C)=O)cc3)[nH]c2c1	9%
97	CCc1nnc(NC(=O)c2ccc3c(c2)OCCO3)s1	2%
98	COCCNC(=O)CN(c1ccc(C)cc1)S(=O)(=O)c1ccc(SC)cc1	0%
99	O=C(N/N=C/c1c(F)cccc1Cl)c1ccccc1O	0%
100	CCOC(=O)Cc1csc(NC(=O)/C=C\c2ccccc2)n1	22%
101	Cc1c(Cl)cccc1NC(=O)/C(C#N)=C/c1ccc(Br)o1	9%
102	CCOC(=O)C1=C(C)N=c2s/c(=C\c3cccc(OCc4ccc([N+](=O)[O-])cc4)c3)c(=O)n2C1c1ccccc1 (stereo not drawn)	5%
103	CCOc1cccc(NC(=O)/C(C#N)=C\c2cccc(O)c2)c1	12%
104	Cc1ccc([N+](=O)[O-])cc1N=Cc1c(C)[nH]c2ccccc12	8%
105	O=S(=O)(CCc1nc2ccccc2[nH]1)c1ccc(Cl)cc1	0%
106	Cc1cc(Nc2ccc(Br)cc2)n2c(nc3ccccc32)c1C#N	13%
107	CN(C)/C=N/c1sc2c(c1C#N)CCCC2	0%
108	Cc1ccc(NC(=O)CSc2nc3ccc(N)cc3s2)cc1Cl	7%
109	O=C(O)c1cc2ccccc2c([N+](=O)[O-])c1O	9%
110	COC(=O)C1=C(C)OC(N)=C(C#N)C1c1ccc(C)s1 (stereo not drawn)	8%
111	O=C(CN1C(=O)c2cccc3cccc(c23)C1=O)N1CCCC1	2%
112	Cc1ccc(C)c(NC(=O)CCCCCCCCCCC2CCCO2)c1 (stereo not drawn)	10%
113	COc1ccc(-c2csc(Nc3cc(Cl)ccc3OC)n2)cc1	12%
114	CCn1c(-c2ccc(OC)c(F)c2)csc1=Nc1ccc(Br)cc1	15%
115	N[n+]1cnn(CC(=O)c2ccc(Cl)cc2)c1	2%
116	COc1ccc2oc(=O)c(C(=O)C[n+]3ccccc3)cc2c1	11%
117	O=C(Nc1ccc(Cl)cc1Cl)c1cnccn1	18%
118	Cc1ccc([N+](=O)[O-])c(OCCSc2nnnn2-c2ccccc2)c1	9%
119	O=C(Nc1ccc(-c2nc3ccccc3[nH]2)cc1)c1ccc(Cl)c(Cl)c1	59%*
120	COC(=O)c1ccc(C(=O)OC)c(NC(=O)COc2ccc(C)cc2C(C)(C)C)c1	10%
121	COc1ccc(C(=O)NC(=S)Nc2cc(-c3nc4cc(Cl)ccc4o3)ccc2C)cc1[N+](=O)[O-]	13%
122	CCOC(=O)c1c(-c2ccc(C)cc2)csc1/N=C/c1sc2ccccc2c1O	0%
123	O=c1[nH]c(O)c(N=Nc2cc([N+](=O)[O-])ccc2Br)c(=O)[nH]1	0%
124	COc1ccc(NC(=O)CN(c2ccc(Oc3ccccc3)cc2)S(C)(=O)=O)cc1OC	13%
125	CCCc1cc(=O)oc2cc(C)cc(OCC(C)=O)c12	0%
126	CC(=O)NC1=NC(=O)/C(=C\c2ccc3c(c2)OCO3)S1	1%
127	C/C(=N\NC(=O)c1cc(C)[nH]n1)c1ccc(Br)cc1	6%
128	COc1ccc(/C=N/NC(=O)C2CC(=O)N(c3ccc(Cl)cc3)C2)cc1 (stereo not drawn)	3%

Next section
#	molecule	RNase H inhibition
129	CC(/C=C(\NC(=O)c1ccccc1)C(=O)N/N=C/c1ccncc1)=C\c1ccccc1	14%
130	Cc1ccc(-n2nc3cc(C)c(NC(=O)c4cc(Br)ccc4Cl)cc3n2)cc1	15%
131	COc1cc(Br)cc(/C=C(\C#N)C(N)=O)c1O	3%
132	O=C(CC1S/C(=N\N=C\c2ccccc2)NC1=O)Nc1ccc(Cl)cc1Cl (stereo not drawn)	0%

Given with each value named: part of the list above
81) COc1cc(/C=C2\SC(=S)NC2=O)cc(Cl)c1OCCOc1ccccc1Cl
  RNase H inhibition = 26%
82) Cc1ccc2nc(-c3ccc(NC(=S)NC(=O)c4ccccc4F)cc3)sc2c1
  RNase H inhibition = 52%*
